TNF necrop inh: blocks TNF-alpha induced death of Jurkat FADD-/- cells. Jurkat FADD-/- TNF necroptosis rescue, ATP luminescence, 24 h; 0 = TNF only, 100 = no-TNF cells. activation (protection from cell death), % at 10 µM. 0.068% of 220,000 active;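 active means activation, meaning protection from cell death, of at least 50% relative to plate controls; inactive means activation below 50%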;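 further: necroptosis triggered by 40 ng/mL TNF-alpha added together with compound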
EBV gp42 block: blocks Epstein-Barr virus glycoprotein 42 binding; Q1HVG2; 0.42% of 220,000 active; inhibition, % (tested at 21.74 µM); Fluorescence polarization binding assay, mP read-out; AID 1085; in the data active means inhibition above about 50%
Target sequence (Q1HVG2 whole entry, looked up): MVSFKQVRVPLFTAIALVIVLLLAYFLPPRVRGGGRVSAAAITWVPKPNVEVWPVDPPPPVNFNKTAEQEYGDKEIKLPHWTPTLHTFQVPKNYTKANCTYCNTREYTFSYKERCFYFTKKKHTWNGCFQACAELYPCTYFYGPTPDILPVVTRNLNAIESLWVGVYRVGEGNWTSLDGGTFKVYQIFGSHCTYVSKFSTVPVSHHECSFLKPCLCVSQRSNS
L929 necroptosis: L929 zVAD cell death inhibition | L929 zVAD necroptosis rescue, ATP luminescence, 24 h; with zVAD 60 µM | viability rescue, % at 10 µM | 0.38% of 220,000 active | AID 1377;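 active means activation, scaled between plate controls, above about 75%, limit read from the data; inactive means activation under that limit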;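 further: 0% = zVAD with DMSO and 100% = DMSO alone without zVAD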
Calpain2 inh: blocks pig calpain II enzyme activity | purified calpain II, fluorogenic peptide substrate, 30 min | inhibition, % at 16 µM | 0.37% of 220,000 active | AID 1236;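 active means inhibition above about 50%, limit read from the data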
KCC2 mod: modulates chloride dependent transport by human KCC2; Q9H2X9; AID 1456; 2.2% of 190,000 active; B-score of Tl+ flux slope (higher = more flux/activation; lower = inhibition) at 10 µM; KCC2 cells, thallium flux FluoZin-2 fluorescence;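 active means thallium flux slope and its plate-corrected score both differing from the plate sample mean at a set confidence after two filtering rounds, in either direction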;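 further: slope of fluorescence scaled to starting intensity during 10 to 20 s after thallium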
PERK inh: inhibitors of human PERK kinase; CHO PERK-DD fusion, SEAP luminescence translation reporter; inhibition, % at 5.6 µM; 0.17% of 220,000 active;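 active means inhibition above the mean inhibition of all tested compounds plus 3 SD, set separately per screening campaign, cut at about 2.9% in these data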;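 further: PERK kinase domain activated by AP20187 dimerizer at 100 nM; 0% = DMSO with dimerizer and 100% = rapamycin at 8.4 µM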
eIF4E-4G inh: blocks eIF4E binding to eIF4G; inhibition, % at 21.7 µM; P63073+Q04637; 0.37% of 220,000 active; TR-FRET eIF4E-eIF4GI(517-606) binding, 2 h;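 active means inhibition above about 30%, limit read from the data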;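 further: 0% = full FRET control wells and 100% = background wells lacking eIF4GI fragment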
Mdm2 ligase inh: inhibitors of human Mdm2 E3 ubiquitin ligase. cell-based MDM2 ubiquitination luciferase reporter, 2 h; 0 = plate control, 100 = twice control, blank-subtracted. 0.11% of 210,000 active. signal enhancement, % at 5 µM;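 active means signal enhancement of 30% or more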;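 further: luminescence tracks abundance of the self-degrading MDM2-luciferase fusion protein; higher signal means inhibition of MDM2 E3 ligase activity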
Target sequence (Q00987 whole entry, looked up, the tested form may be a part): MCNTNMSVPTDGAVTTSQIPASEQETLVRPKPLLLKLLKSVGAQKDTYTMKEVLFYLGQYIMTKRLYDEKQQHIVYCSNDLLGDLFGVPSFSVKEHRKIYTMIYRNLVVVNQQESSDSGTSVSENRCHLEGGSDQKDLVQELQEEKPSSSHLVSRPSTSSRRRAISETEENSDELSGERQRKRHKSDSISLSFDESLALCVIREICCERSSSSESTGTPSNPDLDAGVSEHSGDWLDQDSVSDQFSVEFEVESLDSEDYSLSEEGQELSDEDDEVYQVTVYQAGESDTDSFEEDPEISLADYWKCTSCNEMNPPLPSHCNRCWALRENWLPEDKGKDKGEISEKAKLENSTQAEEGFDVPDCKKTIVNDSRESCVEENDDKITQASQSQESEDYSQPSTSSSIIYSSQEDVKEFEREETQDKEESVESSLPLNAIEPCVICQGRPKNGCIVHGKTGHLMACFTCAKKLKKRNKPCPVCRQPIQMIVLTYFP
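Buffer or medium: Cells held in DMEM | Assay system: Stable mammalian line carrying autodegrading MDM2–luciferase fusion reporter | Quantity: 2000 cells/well | Times: 4 h settle plus 2 h compound, 37 °C | Doses: One concentration, 5 µM, with 0.2% DMSO | Technique: Luminescence with SteadyLite reagent, 15 min at room temperature | Benchmarks: Plate controls and plate blanks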
Rad51 HR inh: blocks human Rad51 in homologous recombination; Q06609; AID 1385; 0.085% of 200,000 active; inhibition, % at 10 µM; hRad51 DNA strand exchange, fluorescence dequenching;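 active means inhibition above 40% at the single screening dose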;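 further: 0% = DMSO control wells and 100% = blanks with heterologous ssDNA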
Target sequence (Q06609 whole entry, looked up): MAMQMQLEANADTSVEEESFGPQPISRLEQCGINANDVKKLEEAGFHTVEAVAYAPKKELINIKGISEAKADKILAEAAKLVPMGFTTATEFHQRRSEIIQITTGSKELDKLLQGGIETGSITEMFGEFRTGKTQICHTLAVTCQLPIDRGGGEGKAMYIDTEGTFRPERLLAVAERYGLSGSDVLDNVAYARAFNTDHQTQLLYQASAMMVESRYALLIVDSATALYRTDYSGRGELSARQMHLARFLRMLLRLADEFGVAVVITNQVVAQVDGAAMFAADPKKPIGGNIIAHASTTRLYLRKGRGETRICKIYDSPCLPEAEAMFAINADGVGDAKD
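Test system: preformed human Rad51 ssDNA filaments; also added: Donor/quencher-labelled 47-bp dsDNA substrate; doses: 10 µM final, single point; times: 37 °C 15-min filament assembly, 30-min compound preincubation, 15-min exchange; detection: FRET fluorescence dequenching, excitation 485 nm, emission 520 nm; read-out basis: Fluorescence-based percent inhibition, control- and blank-normalised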
* marks the source's active call; other numbers are inactive results; i = inactive; / = not tested or not shown; [ ] = dose if it differs, or a comment.

SMILES | TNF necrop inh | EBV gp42 block | L929 necroptosis | Calpain2 inh | KCC2 mod | PERK inh | eIF4E-4G inh | Mdm2 ligase inh | Rad51 HR inh
CC(C)Nc1oc(Cc2cccc3ccccc23)nc1C#N | -0.2 | -9 | -0.1 | -7 | -4.5* | 0.1 | 3 | -18 | -2
CNC(=O)/C(C#N)=C/c1c(N(Cc2ccccc2)Cc2ccccc2)nc2ccccn2c1=O | 2.0 | -9 | -0.3 | 28 | -1.1 | -0.6 | -2[fluorescence artefact?] | -4 | -2
O=C(Oc1cc2oc(=O)cc(-c3ccccc3)c2cc1Cl)C1CCCCC1 | -1.6 | -17 | 0.1 | -498 | / | 2.0 | -1[fluorescence artefact?] | -59 | 1
Cc1[nH]c2ccccc2c1C(=O)C(=O)NCC1CCCO1 (configuration not stated) | -0.7 | -6 | 3.6 | 1 | 1.9 | 1.2 | 1 | -22 | 10
COCCNC(=S)NCc1ccc2[nH]c3c(c2c1)CCCC3 | -1.4 | -10 | 0.2 | -13 | -1.8 | -0.4 | -1 | -10 | -4
O=C(CSc1nnc(-c2c[nH]c3ccccc23)o1)c1ccccc1 | -1.9 | -4 | 0.6 | -13 | 0.15 | 1.2 | 2 | -14 | 3
CN(C)S(=O)(=O)Oc1ccccc1C(=O)Nc1ccc(F)cc1F | -0.6 | 6 | 0.0 | -35 | 0.94 | 1.3 | 3 | -5 | 13
CCOC(=O)c1cc(C(=O)OCC)cc(-n2cc(O)c(C(=O)OCC)n2)c1 | -0.8 | -2 | 0.5 | -8 | 0.84 | -0.2 | -20 | -19 | 3
CC1=CC(C)(C)NC(=O)N1c1ccc(C)cc1 | -0.9 | -11 | -1.1 | 39 | -1.2 | 0.7 | -7 | -11 | -8
C=CCNC(=S)Nc1cccc2[nH]ncc12 | -0.3 | -6 | 0.8 | 14 | -0.29 | 1.4 | 3 | -9 | -3
N=c1sccn1CC(=O)Nc1ccc([N+](=O)[O-])cc1Cl | 4.4 | -22 | 0.2 | 7 | -0.42 | -0.9 | -4 | / | -25
COc1ccnc(Oc2ccc(F)cc2)c1C(=O)N/C=N/OCc1c(Cl)cccc1Cl | -1.5 | 4 | -0.3 | -11 | / | 0.3 | -9 | -12 | 0
N#CCCN(Cc1ccncc1)C(=S)NC1CC2C=CC1C2 (configuration not stated) | 0.8 | 0 | 1.1 | 17 | -0.78 | 0.1 | 6 | -10 | 8
COC(=O)NCC(c1cccnc1)N1CCN(c2ccccc2)CC1 (configuration not stated) | 1.6 | -17 | 1.0 | -13 | / | 1.6 | -5 | -15 | 3
CNS(=O)(=O)c1cccc(C(=O)OCC(=O)Nc2ccc(N3CCCCC3)cc2)c1 | 1.5 | -1 | 3.1 | 21 | 0.34 | 0.9 | 3 | -30 | -2
CCOCCCNC(=S)NCCCNc1nc2cc3c(cc2cc1C#N)OCO3 | -1.7 | -12 | 0.1 | -430 | / | 0.1 | -8 | -3 | 7
Cc1ccc(-c2nc3ccccc3o2)cc1NC(=O)c1ccc2c(c1)OCO2 | 0.9 | -20 | 0.3 | -50 | / | 1.0 | -3 | -16 | 2
Cc1ccc(-c2cc(C(F)(F)F)n3ncc(C(=O)N4CCN(C)CC4)c3n2)cc1 | -2.7 | 4 | 0.1 | -192 | 0.2 | -1.0 | -1 | -10 | -17
CN(C)c1ccc(/C=N/Nc2cc(N3CCOCC3)nc(N3CCOCC3)n2)cc1 | 1.3 | 6 | 66 | -113 | -2.3 | 0.6 | 0 | -9 | -10
CC(C)(C)N(NC(=O)Nc1ccccc1)C(=O)c1ccccc1Cl | -2.0 | -9 | -0.1 | -22 | 1.8 | -0.2 | -4 | -8 | 9
Cc1c(NC(=O)/C(=C\c2ccccc2)NC(=O)c2ccccc2)c(=O)n(-c2ccccc2)n1C | -4.6 | -12 | 0.0 | 6 | 0.74 | 0.1 | -2 | 1 | 2
CN(C)c1nc(N)nc(CSc2nnnn2-c2ccccc2)n1 | -0.6 | -14 | -0.1 | -12 | / | -0.7 | -3 | 3 | -1
O=C(COC(=O)C1CCN(S(=O)(=O)c2ccc3c(c2)OCCO3)CC1)Nc1ccccc1OC(F)F | 1.6 | -8 | 0.2 | 33 | 0.14 | 0.4 | -7 | -13 | 1
O=C(NC(=S)NC1CCSC1=O)c1cccs1 (configuration not stated) | 2.3 | -2 | 0.3 | -10 | 2.7 | 0.3 | 16 | 12 | 2
CCn1c(CNC(=O)c2ccccc2F)nnc1SCC(=O)NC1CCCCC1C (configuration not stated) | 0.0 | -2 | 0.2 | 3 | -0.33 | -0.4 | 0 | -14 | 40
C/C(N)=C(/C#N)C(=O)COC(=O)c1ccncc1 | 0.6 | -2 | 0.9 | 1 | -0.37 | -0.1 | 2 | -1 | -5
CS(=O)(=O)Nc1ccc(C2=NN(S(C)(=O)=O)C(c3cccs3)C2)cc1 (configuration not stated) | 3.0 | -6 | 0.2 | -247 | -0.4 | 0.1 | 0 | -15 | 26
CCC(C)NC(=O)/C(=C/c1ccco1)c1ccccc1 (configuration not stated) | -1.7 | -8 | 0.2 | -3 | / | 0.8 | 10[fluorescence artefact?] | -3 | -9
CCCC(=O)Nc1ccc(C(=O)n2nnc3ccccc32)cc1 | -5.0 | -6 | -0.3 | -4 | 0.24 | 0.2 | -1 | 13 | 0
Cc1ccc(Cn2ccc(=O)c(OCc3ccccc3)c2C)cc1 | 1.0 | -17 | 0.6 | -22 | 0.78 | 0.0 | 1 | -18 | -9
CCOC(=O)N1CCN(c2nc(C(F)(F)F)nc3c(C)cc(C)cc23)CC1 | -1.0 | 7 | 0.1 | -2 | -0.94 | 1.4 | 3 | -4 | -2
CCOC(=O)Nc1nnc(-c2ccc(OC)cc2)s1 | 0.5 | 3 | 0.7 | -58 | 0.36 | -1.8 | 3 | 14 | /
COc1cccc(NC(=S)/C(=C(\[O-])c2ccc([N+](=O)[O-])cc2)[n+]2ccccc2)c1 | -0.1 | 0 | -0.4 | -36 | 0.81 | 0.5 | -1 | -2 | 0
CC(NC(=S)NCCc1ccccc1)C(c1cccs1)N1CCN(Cc2ccccc2)CC1 (configuration not stated) | -2.6 | -17 | 0.3 | 5 | -1.7 | -0.8 | -5 | / | 9
COc1cccc(OCCCOc2ccc([N+](=O)[O-])cc2Cl)c1 | -2.3 | -19 | -0.2 | 22 | 0.81 | 0.8 | 7 | -29 | /
Cc1oc(/C=N/NC(=O)CN(c2ccccc2Br)S(C)(=O)=O)cc1Br | -3.1 | 19 | 1.1 | 32 | -1 | 0.1 | -7[fluorescence artefact?] | -4 | 1
Cc1ccc(-c2cccc(NC(=O)C3C4C=CC(C4)C3C(=O)O)c2)o1 (configuration not stated) | 0.3 | -11 | 0.2 | -21 | 0.24 | -0.3 | -16[fluorescence artefact?] | 0 | 4
Cc1c(Br)cccc1NC(=O)c1sccc1-n1cccc1 | 0.8 | -11 | 0.6 | -16 | 0.0079 | 0.3 | -7 | -10 | /
Cc1ccc(NC(=O)CC(C(=O)O)c2ccccc2)cc1 (configuration not stated) | 1.2 | -12 | 1.0 | -4 | 0.47 | 0.7 | 9 | -3 | 8
C/C(=N/OC(=O)c1c(-c2ccccc2Cl)noc1C)c1cnccn1 | -0.9 | -4 | -0.8 | -2 | / | 0.3 | 3 | -9 | /
CCOc1ccc(-c2nc3scc(-c4cccs4)c3c(=O)[nH]2)cc1 | 1.3 | -9 | 3.9 | -271 | 0.29 | 0.7 | 0 | -7 | 13
COC(=O)CN(c1cc(Cl)ccc1OC)S(=O)(=O)c1ccc(C)cc1 | -7.9 | -49 | 0.1 | -11 | -1.8 | -1.1 | -5 | -6 | 0
COc1ccc(O)c(C2=Nc3ccccc3N=C(c3ccccc3)C2)c1 | -0.7 | -11 | -1.3 | 6 | 0.2 | 0.5 | -12 | / | -44
CCc1nnc(NS(=O)(=O)c2ccc(NC(=S)NC(=O)c3ccc(OC)c(OC)c3)cc2)s1 | 1.0 | 6 | 0.9 | -42 | -1.1 | 0.7 | 3 | / | /
CCOC(=O)C(O)C1CCc2c([nH]c3ccc(C)cc23)C1=O (configuration not stated) | 0.8 | 8 | 1.4 | -159 | 0.35 | 1.5 | 0 | 4 | 20
Oc1ccccc1-n1nc2ccc3nonc3c2n1 | -0.8 | -14 | -0.8 | 6 | 0.45 | 0.4 | -1 | -13 | 5
Cc1ccc(-n2c(C)cn(C(=O)c3ccccc3)c2=S)cc1 | -1.0 | -21 | 0.0 | 1 | -0.66 | -0.7 | -2 | / | 3
CC(=O)N1CCC[C@H]1C(=O)O | 0.8 | 4 | 0.3 | 21 | -0.34 | 1.8 | 5 | -1 | 1
Cc1nc([N+](=O)[O-])cn1CC(=O)NCCCO | 1.6 | -17 | 1.3 | 2 | 1.1 | -0.1 | 3 | -16 | 0
CCCCOC(=O)N1CCOCCOCCOCC1 | 0.1 | 0 | -0.4 | -12 | 0.087 | 0.9 | -3 | -9 | -1
Nc1[nH]nc2c1NN(c1ccc(Cl)cc1Cl)N2 | -4.7 | 15 | -0.1 | 3 | -0.9 | 0.4 | 17 | 4 | 7
CCOC(=O)CCCn1ncn2c(cc3occc32)c1=O | 0.1 | -22 | 0.7 | -14 | 0.31 | 0.1 | 6 | -17 | 1
COc1ccc(S(=O)(=O)NCCCCCC(=O)NCCCN2CCOCC2)cc1 | 1.5 | 7 | 0.5 | -4 | / | -1.5 | 3 | 5 | -1
CC(C)CNC(=O)c1cnn2c(C(F)(F)F)cc(C(F)(F)F)nc12 | 4.4 | -11 | -0.5 | 8 | / | 0.2 | 0 | -14 | 6
CCOC(=O)C1CCN(C(c2ccccn2)c2c(C)[nH]c3ccccc23)CC1 (configuration not stated) | -8.4 | -7 | 1.7 | -18 | 0 | 0.7 | 1 | -16 | 1
COc1ccc(NS(=O)(=O)c2cc(NC(=O)Cc3cccs3)ccc2C)cc1 | -0.5 | -6 | 3.0 | 3 | -0.72 | -0.9 | 14 | 5 | 5
COc1ccc(-c2nc3ccccn3c2NCc2ccc3c(c2)OCO3)cc1 | -1.6 | -8 | -0.8 | i | -1.1 | -1.1 | 4 | -11 | 0

Sorted by molecular weight (falling): part of the list above
SMILES | TNF necrop inh | EBV gp42 block | L929 necroptosis | Calpain2 inh | KCC2 mod | PERK inh | eIF4E-4G inh | Mdm2 ligase inh | Rad51 HR inh
CC(NC(=S)NCCc1ccccc1)C(c1cccs1)N1CCN(Cc2ccccc2)CC1 (configuration not stated) | -2.6 | -17 | 0.3 | 5 | -1.7 | -0.8 | -5 | / | 9
Cc1ccc(-c2nc3ccccc3o2)cc1NC(=O)c1ccc2c(c1)OCO2 | 0.9 | -20 | 0.3 | -50 | / | 1.0 | -3 | -16 | 2
O=C(NC(=S)NC1CCSC1=O)c1cccs1 (configuration not stated) | 2.3 | -2 | 0.3 | -10 | 2.7 | 0.3 | 16 | 12 | 2
CC1=CC(C)(C)NC(=O)N1c1ccc(C)cc1 | -0.9 | -11 | -1.1 | 39 | -1.2 | 0.7 | -7 | -11 | -8

Compound activity deposited in PubChem by several laboratories.
